GAA glycogen mod – inhibitors or activators of human alpha-glucosidase glycogen cleavage; P10253; recombinant GAA, glycogen substrate, Amplex Red glucose oxidase fluorescence; Potency, µM (doses to about 76.4 µM), for inactives: top-dose activity change, negative = inhibition, most hits filed as inhibitors; 300,000 tested, 0.38% active; AID 2100;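 also: 0% = full enzyme reaction and -100% = no-enzyme basal signal; the screen sought inhibitors and activators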
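Recombinant human enzyme (4 nM); glycogen substrate; 37 C, 40 min, pH 5.0. Readout: coupled glucose oxidase/Amplex Red fluorescence.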
TRb-SRC2 inh – TRbeta-SRC2 interaction inhibition. Potency, µM (highest dose often 106 µM), for the others: at the highest dose activity change, negative = inhibition, most hits filed as inhibitors. TRbeta-SRC2 peptide binding, fluorescence polarization; receptor liganded with 1 µM T3. 280,000 tested, 0.065% active. AID 1469;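 also: plate controls were bound peptide for no effect and peptide without receptor for full effect; nearly all actives have a fitted effect of over 50% in size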
Target sequence (P10828 whole entry, looked up): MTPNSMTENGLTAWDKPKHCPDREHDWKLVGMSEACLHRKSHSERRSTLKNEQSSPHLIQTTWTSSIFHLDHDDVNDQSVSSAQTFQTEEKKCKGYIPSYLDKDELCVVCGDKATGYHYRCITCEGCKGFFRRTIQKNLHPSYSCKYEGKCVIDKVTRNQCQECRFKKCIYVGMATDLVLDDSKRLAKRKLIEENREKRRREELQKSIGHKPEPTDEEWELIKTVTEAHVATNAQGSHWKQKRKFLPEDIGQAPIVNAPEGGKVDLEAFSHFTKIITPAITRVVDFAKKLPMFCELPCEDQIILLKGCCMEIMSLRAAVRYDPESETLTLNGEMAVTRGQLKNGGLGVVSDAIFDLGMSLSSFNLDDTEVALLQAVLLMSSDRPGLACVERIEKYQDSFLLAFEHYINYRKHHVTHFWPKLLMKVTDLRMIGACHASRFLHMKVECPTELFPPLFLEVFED
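Compounds were added to 0.6 uM TRb ligand-binding domain and 20 nM Texas Red-labeled SRC2 peptide in Tris buffer containing 1 uM T3, incubated 5 hr at ambient temperature, then read by fluorescence polarization.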
aGlu spleen mod – lysosomal alpha-glucosidase (human) modulation; P10253; human spleen homogenate, 4-MU-alpha-glucoside fluorescence; Potency, µM (top dose mostly 79.9 µM), without a hit: at the highest dose activity change, negative = inhibition, actives largely listed as inhibitors; 240,000 tested, 0.006% active; AID 2112;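 also: 0% = enzyme with vehicle and -100% = no enzyme basal signal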
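AC50 values come from Hill-equation fits of concentration-response data, normalized to no-enzyme and full-activity controls. Enzyme source: 1 ug human spleen homogenate; 1 mM fluorogenic 4-MU glucoside, pH 5.0 citrate buffer, 37 C, 40 min.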
RECQ1 helicase – inhibitors of human RECQ1 DNA helicase; RECQ1 DNA unwinding, red fluorescence kinetic read; Potency, µM (top dose mostly 57.3 µM), for inactives: top-dose activity, negative = inhibition, actives largely listed as inhibitors; 240,000 tested, 0.54% active; AID 2549;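 also: plate controls were vehicle for no effect and no enzyme for full effect; nearly all actives have a fitted effect of over 30% in size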
Target sequence (P46063 whole entry, looked up): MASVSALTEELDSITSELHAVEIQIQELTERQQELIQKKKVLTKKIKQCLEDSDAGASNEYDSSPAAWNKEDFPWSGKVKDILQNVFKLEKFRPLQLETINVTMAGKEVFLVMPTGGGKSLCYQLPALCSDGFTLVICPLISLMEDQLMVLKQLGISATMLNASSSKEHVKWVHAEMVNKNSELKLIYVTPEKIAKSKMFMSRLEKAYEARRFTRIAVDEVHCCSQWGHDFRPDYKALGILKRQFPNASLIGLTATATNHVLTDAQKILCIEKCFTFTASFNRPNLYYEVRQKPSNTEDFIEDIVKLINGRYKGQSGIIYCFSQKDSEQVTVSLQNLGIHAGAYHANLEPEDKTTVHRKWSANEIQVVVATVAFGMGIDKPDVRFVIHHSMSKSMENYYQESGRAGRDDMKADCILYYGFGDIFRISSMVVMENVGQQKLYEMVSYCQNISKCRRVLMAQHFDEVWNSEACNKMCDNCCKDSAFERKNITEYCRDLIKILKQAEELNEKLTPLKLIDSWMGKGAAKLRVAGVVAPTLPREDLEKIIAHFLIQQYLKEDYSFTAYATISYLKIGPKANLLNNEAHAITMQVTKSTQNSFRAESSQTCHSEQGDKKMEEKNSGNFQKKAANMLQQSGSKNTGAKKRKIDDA
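50 nM RECQ1T1 preincubated 15 min with compound in Tris pH 8.0 buffer with MgCl2, DTT, Tween-20 and 2.5 ug/ml poly(dI-dC); started with 200 nM TAMRA/BHQ-2 forked duplex and 2 mM ATP. Unwinding read as fluorescence (525/598 nm), two reads 2 h apart.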
GoLoco inh red – inhibitors of human Gai1-RGS12 GoLoco interaction (red fluorophore); P63096; Gai1:RGS12 GoLoco peptide FP, rhodamine, 10 min; Potency, µM (highest dose often 61.6 µM), for inactives: at the top dose activity, negative = inhibition, actives largely listed as inhibitors; 230,000 tested, 0.44% active; AID 880; active = well fitted inhibition curve with a large enough effect, not every such curve was filed as active; inactive = no such curve, though single readings can be large or run the other way; also: nearly all actives have a fitted effect of over 30% in size; many of its hits are not listed in these tables
TexasRed fluor – counter-screen for TRb-SRC2 inhibitors: fluorescence interference. TRb/SRC2 Texas Red total fluorescence interference. Potency, µM (series often up to 106 µM), without a hit: top-dose fluorescence change, negative = quenching. 280,000 tested, 0.29% active. AID 1479; active = well fitted curve in either direction with a large enough effect; inconclusive = small, poorly fitted or top-dose-only effect
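Human TRb ligand-binding domain at 0.6 uM with 20 nM Texas Red SRC2 peptide in Tris buffer containing 1 uM T3 and 5% DMSO, incubated with compound 5 h at ambient temperature. Total fluorescence (555/632 nm) calculated as parallel + 2 × perpendicular.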
GAA inhib – alpha-glucosidase (human) inhibition; AID 1466; Potency, µM (highest dose often 76.9 µM), for the others: at the highest dose activity change, negative = inhibition, usual class: inhibitors; purified human GAA, 4-MU-alpha-glucoside fluorescence; 200,000 tested, 0.005% active;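 also: plate controls were uninhibited enzyme wells for no effect and no-enzyme background for full effect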
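Human enzyme at 4 nM with 400 uM 4-methylumbelliferyl-alpha-D-pyranoside, citrate/phosphate buffer pH 5.0, 0.005% Tween-20, 20 min at room temperature. Compounds up to 77 uM. 4-MU fluorescence (Ex 365/Em 440) read after NaOH/glycine stop; AC50 from Hill fit.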
L3MBTL1 inh – inhibitors of human L3MBTL1 | 230,000 tested, 0.66% active | AlphaScreen L3MBTL1–H3K9me1 peptide binding | Q9Y468 | Potency, µM (titrated, usually from 57.1 µM), without a hit: at the highest dose activity, negative = inhibition, most hits filed as inhibitors; also: nearly all actives have a fitted effect of over 60% in size
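L3MBTL1 (50 nM) pre-complexed 30 min with biotinylated H3(1-15)K9me1 peptide (75 nM), then compounds added for 30 min at room temperature; AlphaScreen streptavidin donor/nickel chelate acceptor beads (10 ug/mL final) read after 30 min dark incubation.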
Active calls of the source: *; i = inactive; u = inconclusive; x = no result given; & = joins results of further samples; [ ] = remark or other dose. Unless noted, calls follow the shape of the dose curve; as a rule, active = well fitted curve in the direction sought with a large enough effect; inconclusive = small, poorly fitted or top-dose-only effect, or another doubt; inactive = no such curve, though single readings can be large; an effect the other way counts as inactive or inconclusive. Unless noted, % is scaled to controls: 0 for no effect and ±100 for the full control effect; potency is read from the fitted curve at half-maximal effect. An excerpt, so the mix of outcomes need not match the whole.

SMILES	GAA glycogen mod	TRb-SRC2 inh	aGlu spleen mod	RECQ1 helicase	GoLoco inh red	TexasRed fluor	GAA inhib	L3MBTL1 inh
Cc1cc(C(=O)COC(=O)c2ccc(Br)o2)c(C)n1Cc1ccco1	8%	-2%	-4%	-9%	10%	1%	2%	-23%
C[n+]1nc(Nc2cccc3ccccc23)sc1-c1ccc(C(=O)O)cc1	u	-5%	-10%	-4%	10%	-1%	x	x
Cc1cccc(-c2nc3cc(NC(=O)C4CCCO4)ccc3o2)c1 (stereo unspecified)	4%	-2%	-6%	-8%	2%	0%	2%	-2%
COC(=O)Cn1c(=O)c(=O)n(CC(=O)OC)c2ccccc21	3%	4%	5%	-4%	-5%	-7%	2%	x
O=C(CCNc1n[nH]c(=O)[nH]c1=O)N/N=C/c1ccc(C(F)(F)F)cc1	4%	4%	2%	10%	3%	-1%	7%	x
O=S(=O)(c1ccc(Cl)nc1)N1CCc2ccccc21	13%	-3%	0%	-2%	2%	-3%	x	5%
O=C(NCc1ccccc1)c1ccc(S(=O)(=O)N2CCCc3ccccc32)cc1	-3%	-6%	-6%	-8%	5%	-2%	-9%	-1%
O=C(Nc1nc2c(s1)CCCC2)c1cccnc1	-4%	11%	-3%	9%	15%	3%	0%	x
O=C(c1ccc(Cl)cc1)c1cnc(Nc2ccccc2Cl)s1	3%	-17%	-8%	14%	46%[activator]	1%	2%	11%
CCOC(=O)c1csc(NC(=O)COc2ccc(Cl)cc2Cl)n1	9%	15%	-14%	0%	1%	-7%	1%	7%

Compound profiles, as listed above.
`O=C(NCc1ccccc1)c1ccc(S(=O)(=O)N2CCCc3ccccc32)cc1` is listed with GAA glycogen mod = -3%; TRb-SRC2 inh = -6%; aGlu spleen mod = -6%; RECQ1 helicase = -8%; GoLoco inh red = 5%; TexasRed fluor = -2%; GAA inhib = -9%; L3MBTL1 inh = -1%
`O=C(CCNc1n[nH]c(=O)[nH]c1=O)N/N=C/c1ccc(C(F)(F)F)cc1` is listed with GAA glycogen mod = 4%; TRb-SRC2 inh = 4%; aGlu spleen mod = 2%; RECQ1 helicase = 10%; GoLoco inh red = 3%; TexasRed fluor = -1%; GAA inhib = 7%; L3MBTL1 inh = x

Next section
SMILES	GAA glycogen mod	TRb-SRC2 inh	aGlu spleen mod	RECQ1 helicase	GoLoco inh red	TexasRed fluor	GAA inhib	L3MBTL1 inh
CC[C@H](C)C(=O)O[C@H]1C[C@H](O)C=C2C=C[C@H](C)[C@H](CC[C@@H](O)C[C@@H](O)CC(=O)O)[C@H]21	x	6%	-1%	i	1%	-4%	x	x
COc1cccc(N2CCN(C(=O)/C=C/c3ccco3)CC2)c1	-3%	-5%	-2%	-4%	5%	-1%	u	-29%
O=S(=O)(c1ccccc1)N1CCN(S(=O)(=O)c2ccccc2)C1	-8%	-3%	-18%	-8%	9%	-3%	-7%	7%
CCC(=O)NCc1ccc2[nH]c(C)cc2c1	27%	5%	-11%	16%	4%	0%	0%	0%
NCCOc1ccc(C23CC4CC(CC(C4)C2)C3)cc1	2%	8%	1%	-5%	3%	0%	4%	27%
CCn1c(SCC(=O)Nc2ccc(N3CCOCC3)cc2)nnc1-c1ccc(OC)cc1	-7%	-1%	-1%	-7%	-3%	-3%	-14%	x
CC1CN(Cc2cc(=O)n3ccsc3n2)CC(C)O1 (stereo unspecified)	2%	-19%[53 µM]	-7%	i	11%	-1%[53 µM]	6%	13%
COc1cc(/C(C)=N/NC(=S)NC(C)C)cc(OC)c1OC	u	6%	5%	-2%	3%	-26%	-5%	1%
Cc1c(N2C(=O)/C(=C\c3ccccc3O)SC2=S)c(=O)n(-c2ccccc2)n1C	-11%	-6%	3%	-2%	228%[activator]	-1%	x	-9%
O=C(O)C1CCN(c2ncccn2)CC1	6%	6%	3%	-14%	4%	-2%	5%	3%
CCOC(=O)C1(Cc2ccccc2C(F)(F)F)CCN(C(C)CSC)CC1 (stereo unspecified)	9%	0%	1%	-4%	12%	-2%	-10%	-20%
CCOC(=O)C1(CCOc2ccccc2)CCN(Cc2ccc(-n3cccn3)cc2)CC1	-5%	8%[53 µM]	-2%	i	5%	-1%[53 µM]	3%	-11%
Cc1ccccc1C(=O)c1cccn1CC(=O)NCCC1=CCCCC1	-17%	0%	-8%	i	-11%	-3%	-10%	x
Cc1ccc2nc(-c3ccc(NC(=O)CN4CCN(C(=O)c5ccco5)CC4)cc3)sc2c1	10%	2%	1%	i	34%[activator]	-4%	-8%	u
O=C(CSc1ncccn1)n1c2c(c3ccccc31)CCCC2	-5%	-2%	-2%	-3%	-7%	-5%	-19%	44%[activator]
CCOc1ccccc1-n1nnnc1SCC(=O)O	3%	10%	8%	-5%	7%	-2%	x	x
O=C(NC(=O)c1ccccc1F)OCc1ccc(Cl)cc1Cl	3%	4%	-3%	i	5%	-1%	x	11%
Cc1ccccc1-c1nnnn1C1CCS(=O)(=O)C1 (stereo unspecified)	-15%	4%	-7%	i	18%	-4%	u	-2%
O=[N+]([O-])c1ccc2sc(SCc3nc4ccccn4c3Br)nc2c1	14%	5%	4%	-4%	6%	1%	-22%	-4%
CCOc1ccccc1CN1CCN(C2CCSCC2)CC1CCO (stereo unspecified)	-18%	-3%	3%	-4%	5%	0%	-3%	1%
CCOC(=O)C(CCCCCOc1ccccc1[N+](=O)[O-])C(=O)OCC	1%	-6%	-6%	0%	-3%	1%	4%	43%[activator]
O=C(c1cc(-c2ccccc2)n[nH]1)N1CCc2c([nH]c3ccccc23)C1c1ccccn1 (stereo unspecified)	-1%	-8%[53 µM]	-1%	i	8%	0%[53 µM]	3%	u
c1ncc(CC2CCNCC2)[nH]1	x	9%&-3%	-3%&-9%	17%&1%	3%&3%	-4%&-1%	x	x
Cc1ccc(-c2nn(Cc3ccccc3)cc2/C=C/C(=O)O)cc1	4%	-2%	-3%	i	x	-2%	-6%	20%
COCCCNC(=S)Nc1ccc(C)cc1[N+](=O)[O-]	10%	-5%	-3%	4%	-2%	-1%	-1%	4%
COC(=O)c1ccc2c(=O)n(Cc3ccc(C(=O)NC4CCCC4)cc3)c(=S)[nH]c2c1	0%	7%	-1%	1%	8%	-2%	6%	9%
COc1cccc(/C=N/c2oc(-c3ccccc3)cc2C#N)c1O	28µM*	-12%	-8%	5%	16%	-3%	-4%	-14%
COC(=O)c1c(-c2cc(OC)c(OC)c(OC)c2)c2ccnc(OCc3ncccn3)c2c(=O)n1Cc1ccnc(C)c1	x	2%&6%	7%&-9%	-7%&-4%	-12%&3%	-2%&-2%	x	x
CCOc1ccccc1NC(=S)N1CCC(c2nc3ccccc3o2)CC1	0%	2%	-1%	-4%	6%	-7%	-1%	-9%
NS(=O)(=O)c1ccc(N/C=C\C(=O)c2ccc(F)cc2)cc1	4%	-6%	1%	i	2%	0%	6%	-23%
COCC(=O)N(Cc1cc2ccccc2[nH]c1=O)c1ccccc1OC	-2%	-17%	-14%	0%	2%	-2%	-6%	x
COc1ccc(C(=O)c2oc3ccc(OC)cc3c2N)cc1	-13%	4%	2%	-5%	5%	-5%	2%	13%
CCc1ccc(NC(=O)C(=O)NNC(=O)COc2cccc(OC)c2)cc1	5%	3%	2%	-8%	18%	1%	2%	3%
COc1ccc(CN(CCCN2CCOCC2)C(=O)Nc2ccccc2)cc1OC	-5%	-1%	2%	-8%	7%	0%	-2%	-1%
N/C(=N\OC(=O)c1cccc(Br)c1)c1ccncc1	3%	-2%	-18%	8%	9%	-3%	-8%	5%
COc1cc(C2c3c(oc4cc(C)c(C)cc4c3=O)C(=O)N2c2cc(C)ccn2)ccc1O (stereo unspecified)	-10%	7%	-1%	-11%	6%	2%	-2%	5%
O=C(COC(=O)c1ccc(S(=O)(=O)NCc2ccco2)cc1)c1ccccc1	-11%	18%	-4%	-4%	9%	-12%	-4%	-13%
C/C(N)=C(/C#N)C(=O)CSc1nc2cc(Cl)ccc2s1	-7%	-7%	5%	-16%	21%	-5%	2%	-9%
Nc1cc(=O)[nH]c(=O)n1-c1cccc(F)c1	1%	4%	0%	i	4%	0%	-2%	6%
Cc1nn(-c2ccccc2)c(Cl)c1/C=N/NC(=O)CNc1n[nH]c(=O)[nH]c1=O	1%	2%	-3%	-8%	8%	-2%	0%	x
COC(=O)c1ccccc1NC(=O)C(CCS(C)(=O)=O)NC(C)=O (stereo unspecified)	8%	-22%	2%	-11%	-17%	1%	-13%	7%
COCc1cc(=O)[nH]c(/N=C(\N)Nc2c(F)cccc2F)n1	3%	4%	-8%	-1%	5%	-4%	x	x

Among those listed so far, these have an NH in an aromatic ring:
SMILES	GAA glycogen mod	TRb-SRC2 inh	aGlu spleen mod	RECQ1 helicase	GoLoco inh red	TexasRed fluor	GAA inhib	L3MBTL1 inh
O=C(CCNc1n[nH]c(=O)[nH]c1=O)N/N=C/c1ccc(C(F)(F)F)cc1	4%	4%	2%	10%	3%	-1%	7%	x
CCC(=O)NCc1ccc2[nH]c(C)cc2c1	27%	5%	-11%	16%	4%	0%	0%	0%
O=C(c1cc(-c2ccccc2)n[nH]1)N1CCc2c([nH]c3ccccc23)C1c1ccccn1 (stereo unspecified)	-1%	-8%[53 µM]	-1%	i	8%	0%[53 µM]	3%	u
c1ncc(CC2CCNCC2)[nH]1	x	9%&-3%	-3%&-9%	17%&1%	3%&3%	-4%&-1%	x	x
COC(=O)c1ccc2c(=O)n(Cc3ccc(C(=O)NC4CCCC4)cc3)c(=S)[nH]c2c1	0%	7%	-1%	1%	8%	-2%	6%	9%
COCC(=O)N(Cc1cc2ccccc2[nH]c1=O)c1ccccc1OC	-2%	-17%	-14%	0%	2%	-2%	-6%	x
Nc1cc(=O)[nH]c(=O)n1-c1cccc(F)c1	1%	4%	0%	i	4%	0%	-2%	6%
Cc1nn(-c2ccccc2)c(Cl)c1/C=N/NC(=O)CNc1n[nH]c(=O)[nH]c1=O	1%	2%	-3%	-8%	8%	-2%	0%	x
COCc1cc(=O)[nH]c(/N=C(\N)Nc2c(F)cccc2F)n1	3%	4%	-8%	-1%	5%	-4%	x	x

Assay outcomes (PubChem BioAssay)
